Screening results deposited in PubChem BioAssay by several laboratories.
5HT1a antag = 5-HT1a (human) receptor antagonism; inhibition, % at 10 µM; CHO 5-HT1a Ga15 NFAT-bla reporter, antagonist mode; 62,000 compounds, 0.68% hits; P08908; AID 612;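 active means inhibition above the mean of all tested compounds plus 3 SD, cut at about 43% in these data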;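 further: receptor stimulated by 5-CT agonist at 100 nM near EC80; beta-lactamase reporter measured by ratiometric fluorescence of a cleavable substrate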
Target sequence (P08908 whole entry, looked up): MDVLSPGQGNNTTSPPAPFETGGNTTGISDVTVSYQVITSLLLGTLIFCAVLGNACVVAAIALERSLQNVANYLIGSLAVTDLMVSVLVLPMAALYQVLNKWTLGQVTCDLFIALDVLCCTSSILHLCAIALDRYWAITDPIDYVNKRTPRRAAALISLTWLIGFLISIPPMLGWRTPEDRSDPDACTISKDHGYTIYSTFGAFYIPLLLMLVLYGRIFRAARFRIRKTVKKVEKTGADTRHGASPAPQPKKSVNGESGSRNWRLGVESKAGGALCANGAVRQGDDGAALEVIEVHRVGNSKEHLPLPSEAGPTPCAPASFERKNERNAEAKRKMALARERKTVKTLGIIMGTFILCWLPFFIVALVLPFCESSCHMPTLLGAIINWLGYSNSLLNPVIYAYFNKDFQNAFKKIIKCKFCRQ
HEK293 NFkB inh = lowers PMA/ionomycin-induced NF-kB signal in HEK293 cells | HEK-293 NF-kB luciferase reporter, luminescence | inhibition, % at 3 µM | 62,000 compounds, 0.21% hits | AID 465;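 active means inhibition above the mean of all tested compounds plus 3 SD, cut at about 40% in these data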;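 further: 0% = stimulated DMSO wells and 100% = 10 µM reference inhibitor 5653914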
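System – HEK-293 cells with stable firefly luciferase reporter driven by four HIV NF-kB elements · Doses – one dose, 3 µM · Schedule – 1 h compound pre-incubation, 16 h PMA/ionomycin at 37 °C · Technique – luminescence from luciferase substrate reagent · Measure – percent inhibition normalized per plate to DMSO and reference-inhibitor controls · Replicates – tested once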
5HT1E antag = 5-HT1E (human) receptor antagonism. CHO 5-HT1E Ga15 NFAT-bla reporter, FRET, antagonist. inhibition, % at 6 µM. 65,000 compounds, 0.99% hits. AID 571;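 active means inhibition above a set limit, the mean inhibition across every tested compound plus 3 SD, cut at about 29% in these data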;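 further: signal is the 460 over 535 nm emission ratio of beta-lactamase substrate; 0% = agonist plus DMSO wells and 100% = wells without agonist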
HTR1A agonist = activates the human 5-HT1a serotonin receptor; P08908; CHO 5-HT1a Ga15 NFAT-bla reporter, FRET ratio; 0% basal, 100% maximal reference agonist; activation, % at 10 µM; 65,000 compounds, 0.56% hits; AID 567;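 active means activation above the screen-wide mean activation plus 3 SD, cut at about 19% in these data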;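 further: 0% = DMSO wells and 100% = 5-CT at EC100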
5HT1E ag = activates the human 5-HT1E serotonin receptor; P28566; CHO 5-HT1E Ga15 NFAT-bla reporter, FRET; 0% DMSO wells, 100% control agonist wells; activation, % at 6 µM; 65,000 compounds, 0.69% hits;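 active means activation above a set limit, the screen-wide mean activation plus 3 SD, cut at about 8.5% in these data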;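 further: 100% = positive control agonist at 1 µM giving full maximal response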
S1P3 agonist = activates the human S1P3 receptor; Q99500; S1P3 NFAT-BLA reporter cells, agonism, FRET ratio; relative to 1 µM S1P, basal subtracted; activation, % at 4.5 µM; 60,000 compounds, 0.1% hits; AID 373;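 active means activation above the screen-wide mean plus 3 SD, cut at about 4.5% in these data, passing the limit was not always enough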; further: some compounds called inactive have numbers as strong as hits
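Assay system: CHO cells stably expressing human S1P3, Gα16 and NFAT-β-lactamase reporter. Timing: overnight plating, 4 h compound 37 °C, 2 h substrate RT. Signal: β-lactamase FRET emission ratio 460/535 nm. Measure: percent activation versus median 1 µM S1P response, basal-subtracted, per plate. Repeats: primary screen single test, confirmation screen in triplicate.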
Jurkat viability = cytotoxicity toward Jurkat cells; 56,000 compounds, 1.2% hits; Jurkat E6.1 viability, ATP luminescence, 48 h; AID 463; inhibition, % at 4 µM;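 active means inhibition above the mean inhibition of all tested compounds plus 3 SD, cut at about 28% in these data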
S1P1 ag pot = S1P1 (human) agonism or agonism potentiation | S1P1 CRE-bla cells, forskolin, beta-lactamase FRET, potentiator mode; S1P1 agonist co-added at EC20, 2 nM; 100% = saturating reference agonist, 0% = basal | activation, % at 9.5 µM | 56,000 compounds, 0.57% hits | AID 449;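 active means activation above a cutoff set at the mean activation of all tested compounds plus 3 SD, cut at about 54% in these data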;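 further: forskolin at 4 µM as EC80 and the EC20 agonist is SEW2871; 100% = SEW2871 at its EC100 plus forskolin at EC80; some compounds past the cut are filed as inactive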
Target sequence (P21453 whole entry, looked up): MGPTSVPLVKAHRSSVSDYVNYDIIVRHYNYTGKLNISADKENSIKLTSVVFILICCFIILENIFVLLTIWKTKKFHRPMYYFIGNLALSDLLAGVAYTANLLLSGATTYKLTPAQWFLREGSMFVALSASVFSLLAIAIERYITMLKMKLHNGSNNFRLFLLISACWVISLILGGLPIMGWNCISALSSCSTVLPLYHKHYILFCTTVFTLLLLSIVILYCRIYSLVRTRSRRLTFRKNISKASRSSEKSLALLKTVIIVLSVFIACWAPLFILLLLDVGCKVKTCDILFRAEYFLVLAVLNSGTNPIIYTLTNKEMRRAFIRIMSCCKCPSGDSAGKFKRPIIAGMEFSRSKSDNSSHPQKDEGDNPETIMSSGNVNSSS
D1 mod = allosterically modulates the human D1 dopamine receptor. HEK293 D1, CRE-luciferase, dopamine EC30 potentiation; actives deviate in either direction. B-score at 10 µM. AID 641. 58,000 compounds, 5.9% hits. P21728;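 active means luminescence count or its row- and column-corrected plate score outside the 99.7% band of the plate's sample wells, on either side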
Starred values were filed as active, the others as inactive; . = not tested or not shown.

SMILES	5HT1a antag	HEK293 NFkB inh	5HT1E antag	HTR1A agonist	5HT1E ag	S1P3 agonist	Jurkat viability	S1P1 ag pot	D1 mod
CC(=O)c1ccc2c3c(cccc13)C(=O)N(c1c(C)nn(C)c1C)C2=O	16	0	-3	0.7	-0.3	-1.5	0	18	-0.004
COc1ccc(N2C(=O)CCC(C(=O)NCCN3CCOCC3)C2c2ccc(OC)c(OC)c2)cc1 (stereo not drawn)	4	17	-5	-0.3	-0.5	-0.2	8	13	-1.4
CN(C)C(=O)N1CCC(C(=O)NCC2CCCO2)CC1 (stereo not drawn)	4	13	4	-4.0	-0.9	-0.2	1	19	-1
CCCC(c1c(C)n(C)n(-c2ccccc2)c1=O)c1c(C)n(C)n(-c2ccccc2)c1=O	1	21	3	2.1	-0.1	-1.1	-4	.	-0.19
CC(C)Oc1ccc(C2CC(=O)NC3=C2C(=O)CCC3)cc1 (stereo not drawn)	5	-1	-5	-2.6	-0.3	-1.1	-1	-31	-5.4*
CCOc1ccc(-n2c(SCC(=O)NCc3ccco3)nc3c([nH]c4ccccc43)c2=O)cc1	23	6	9	-1.4	0.3	.	.	.	-0.057
Cc1c(NC(=O)CCc2ccc(S(=O)(=O)N3CCOCC3)cc2)c(=O)n(-c2ccccc2)n1C	15	9	0	-2.7	0.0	.	.	.	-0.72
CCCCOC(=O)CCc1c(C)[nH]c(=O)c(C#N)c1C	-5	5	0	-2.5	0.2	-0.3	-9	-4	0.93
CCS(=O)(=O)N1CCC(C(=O)NCc2ccc(F)cc2)CC1	8	19	22	-2.9	-0.5	-1.1	11	13	-1.3
COc1ccc(/C=N/c2nc3ccccc3n2C)cc1OC	10	-9	7	-2.4	0.4	-1.3	4	-12	.
O=C(NCCOC(=O)c1ccc(S(=O)(=O)N2CCOCC2)cc1)c1cccnc1	-14	5	-7	0.1	0.8	.	.	.	-0.013
O=C(CCS(=O)(=O)c1ccc(Cl)cc1)Oc1ccc2c(c1)OCO2	1	3	-11	-2.0	0.3	-0.6	-1	10	-0.71
O=C(CN1CCN(Cc2ccc(F)cc2)C1=O)NCc1cccs1	-3	1	-4	-0.8	0.1	0.2	-7	-8	0.087
COc1ccc(-n2ncc3c(NCC(C)C)ncnc32)cc1	-2	-52	19	-0.2	-2.2	-1.8	11	11	-4.2*
COc1ccc(C2C(C#N)=C(N)SC(N)=C2C#N)cc1OC	.	.	-2	0.1	-0.7	-2.8	.	-15	.
CC1Cc2ccccc2N1C(=O)Cn1c(=O)oc2cc(S(=O)(=O)NC3CCCC3)ccc21 (stereo not drawn)	-1	5	3	-3.5	-0.1	-0.5	2	-2	0.87
Cc1ccc2nc(-c3cccc(NC(=O)c4ccco4)c3)[nH]c2c1	10	-28	13	-3.4	-0.7	-0.9	5	.	-1.7
N#Cc1c2n(c(=O)[nH]c1=O)CCCCC2	-4	-2	4	0.3	2.0	.	.	.	-0.31
COc1ccc(CCN2C(=O)c3[nH]nc(-c4ccccc4O)c3C2c2cccc(O)c2)cc1OC (stereo not drawn)	-3	4	4	1.1	0.3	-1.1	6	-13	.
O=[n+]1cc(-c2ccccc2)n([O-])c2c1CCC2	5	15	-3	-0.1	0.6	-0.3	-2	-14	-0.49
COC(=O)[C@H](C(C)C)n1c(C)c(C(C)=O)c(C(C)=O)c1C	-4	-10	3	-1.3	0.0	1.2	-11	-6	4.1*
CCC(=O)Nc1ccc2nc(SCC(=O)N3CCCC3)sc2c1	-2	6	-3	-1.9	3.7	0.5	0	-8	-0.26
N#CCCN(Cc1cccnc1)C(=O)Nc1ccc(Cl)c(Cl)c1	8	11	-5	0.5	0.0	-0.9	-5	.	1.4
Cc1ccc(-c2nc(NC(=O)CSc3nnnn3-c3ccccc3)ns2)cc1	50*	0	-15	2.1	0.0	-1.0	-2	-62	0.14
CCc1c(C)nc(N)n2c(SCC(=O)N3CCN(c4ccccc4F)CC3)nnc12	-4	5	-8	-1.8	-0.4	-0.8	1	-10	-0.028
SMILES	5HT1a antag	HEK293 NFkB inh	5HT1E antag	HTR1A agonist	5HT1E ag	S1P3 agonist	Jurkat viability	S1P1 ag pot	D1 mod
CCc1c(C)nc2ncnn2c1N1CCCC(C(=O)NCCc2ccccc2)C1 (stereo not drawn)	-5	0	1	-0.3	-0.2	.	.	.	0.14
O=C(NC1CCN(C(=O)N2CCOCC2)CC1)c1ccccc1	-6	21	24	-0.5	-0.5	-0.7	1	4	0.14
CCOCC(=O)Nc1c(C(=O)OCC)oc2ccccc12	21	12	25	-2.1	-1.2	-0.3	-6	-26	8.8*
CCOc1ccccc1N1CCN(Cc2ccc(OC)c(OC)c2)CC1	57*	17	-3	-1.9	20*	-1.3	11	-1	-0.022
O=C1CC(c2c[nH]c3ccccc23)C(=O)N1 (stereo not drawn)	4	-5	2	-5.3	0.0	-1.0	10	.	0.72
CCOc1ccc(C2/C(=C(/O)c3ccccc3)C(=O)C(=O)N2CCCN(C)C)cc1OC (stereo not drawn)	-9	9	-2	-1.3	0.4	-0.6	-2	.	0.077
COc1cccc(C(=O)N2CCSC2=S)c1	8	4	1	-2.8	-0.2	-0.5	8	-18	-0.68
C=CCOC(=O)C1=C(C)NC(=O)NC1/C=C/c1ccccc1 (stereo not drawn)	3	-3	-3	-2.5	0.2	-0.2	1	-40	1
CC(C)(C)c1nnc(NC(=O)CN2C(=O)C3C4C=CC(C4)C3C2=O)s1 (stereo not drawn)	3	13	-16	-4.3	0.4	-1.2	-3	-10	0.66
CC(=O)C1=C(O)C(=O)N(c2ccc(Br)cn2)C1c1ccccc1F (stereo not drawn)	.	.	-2	0.0	-0.2	-4.4	.	-16	.
CC(C)(C)C(=O)/C=C(\N)c1ccccn1	3	4	-13	-3.0	0.8	-0.4	-8	18	-0.18
CCC(C)[C@H](NC(=O)NCc1cccc(OC)c1)C(=O)OC (stereo partly drawn)	-3	12	-5	-0.6	-0.5	0.4	4	9	-0.44
CCOc1nc(SCCOc2ccc(C)cc2)nc(N(C)C)n1	.	.	4	2.7	-0.9	-4.0	.	-23	.
CC(C)(C)c1ccc(OCCN2CCCC2)cc1	-16	12	-3	-0.6	0.6	-0.9	-9	-23	-0.13
Cc1cc(C)n(C(=O)c2ccc(C)c(S(=O)(=O)N3CCOCC3)c2)n1	-6	5	0	-0.2	-1.3	-0.7	-4	13	-0.036
O=C(NC1CCSC1=O)c1cccc(C(=O)NC2CCSC2=O)c1 (stereo not drawn)	2	19	5	-1.1	-0.4	-0.6	3	6	0.27
CCCC(NS(=O)(=O)c1ccc(Br)cc1)C(=O)O (stereo not drawn)	11	4	6	1.4	0.6	0.5	9	-8	-0.54
COc1ccc(-c2ccc(-c3nnc(-c4ccncc4)o3)cc2)cc1	-8	-2	-10	-0.7	1.1	-0.7	-2	0	0.95
Cc1ccc(NC(=O)OCC(F)(F)C(F)F)cc1NC(=O)OCC(F)(F)C(F)F	5	16	16	-3.3	-0.4	-1.5	0	-4	-0.097
O=C(c1ccccc1F)N(Cc1ccc(F)cc1)C1CCS(=O)(=O)C1 (stereo not drawn)	4	1	10	-3.5	0.0	-1.1	-1	-5	-0.014
COc1ccc2c(c1OC)C(=O)N(c1cccc(C(F)(F)F)c1)C2	-14	-16	-10	2.9	0.6	0.1	-7	-8	-2.7*
CCCCC(c1nnnn1C1CCCC1)N1CCN(C2CCCCC2)CC1 (stereo not drawn)	50*	7	5	-0.8	-0.2	-0.2	7	-5	-0.75
CC(C)OCCCn1c(=S)[nH]c2cc3c(cc2c1=O)OCO3	4	13	6	-4.7	-1.6	.	.	.	0.33
COc1ccc(OC)c(C(c2nnnn2C(C)(C)C)N2CCc3ccccc3C2)c1 (stereo not drawn)	48*	6	-5	2.0	-0.2	-1.1	0	-6	-4*
CNC(=O)CCn1nc(-c2ccc(Cl)cc2)c2ccccc2c1=O	-2	8	-3	-4.8	-0.8	-0.1	-2	-16	-1.2
SMILES	5HT1a antag	HEK293 NFkB inh	5HT1E antag	HTR1A agonist	5HT1E ag	S1P3 agonist	Jurkat viability	S1P1 ag pot	D1 mod
CC1CN(c2cc(=O)n(Cc3ccc(F)cc3)c(=O)[nH]2)CC(C)O1 (stereo not drawn)	-15	9	1	1.2	0.8	0.0	2	-6	-0.094
CN(CC1CCCO1)S(=O)(=O)c1ccc(C(=O)Nc2nc3cc4c(cc3s2)OCO4)cc1 (stereo not drawn)	-8	18	1	2.6	1.2	-1.5	18	29	-4.4*
N#C/C(Cn1c[n+](NC(=O)Nc2ccccc2)cn1)=N/O	1	25	-7	-0.3	-0.6	0.0	0	8	0.28
C=CCN(CC(=O)NCc1ccc(OC)cc1)C(=O)c1csnn1	-11	8	2	1.5	-0.4	0.0	-6	0	0.48
COc1ccc(Nc2cc(C(=O)NCCCN3CCN(C)CC3)c3ccccc3n2)c(OC)c1	-5	19	-8	-2.5	0.5	-0.9	-3	-14	-0.83
CCNc1nc(SCCOc2ccc(C)cc2)nc(N(C)C)n1	-12	21	7	3.5	1.1	-0.3	2	-8	0.6
COc1cc(N)ccc1NC(=O)c1cccs1	7	8	-4	-2.9	0.4	0.0	-7	-8	0.1
COc1ccc(N2C(=O)CCC(C(=O)N3CCC(C(N)=O)CC3)C2c2ccc(F)cc2)cc1 (stereo not drawn)	-8	1	5	1.0	0.1	.	.	.	.
Cc1ccccc1C1=NC(c2ccc(F)cc2F)ON1 (stereo not drawn)	-5	-1	1	0.7	-0.1	0.3	2	12	0.015
CSCCC(NS(=O)(=O)c1cccs1)C(=O)NCc1cccs1 (stereo not drawn)	5	16	4	-1.3	-0.4	.	.	.	.
Cc1cnc(C(=O)OCC(=O)Nc2oc(-c3ccccc3)c(-c3ccccc3)c2C#N)cn1	16	8	-7	-0.9	-0.5	0.4	-5	-28	0.52
Cc1cc(C(=O)CSc2nnnn2-c2ccc(O)cc2)c(C)n1Cc1ccc2c(c1)OCO2	18	14	8	0.9	1.1	0.4	1	61*	.
Cc1ccc2nc3c(cc(C#N)c(=O)n3CCN3CCOCC3)c(=O)n2c1	-1	0	3	0.5	1.7	-0.7	-3	-10	-1.5
COc1cc(C2=NOC(C(=O)NCc3ccc(F)cc3)C2)cc(OC)c1OC (stereo not drawn)	56*	30	70*	-1.6	0.1	-0.1	96*	-15	3.8
CCNC(=O)c1ccccc1NC(=O)c1cccc(S(=O)(=O)N2CCC(C)CC2)c1	6	-6	11	0.7	0.5	-0.2	9	-30	0.66
CCC(C)NC(=O)c1ccccc1C(=O)NC(C)CC (stereo not drawn)	7	1	3	-0.4	-0.1	-0.3	-1	.	1.6

Three entries already listed, arranged by the number in 5HT1E antag, low to high:
Molecule | 5HT1E antag
Cc1ccccc1C1=NC(c2ccc(F)cc2F)ON1 (stereo not drawn) | 1
Cc1cc(C(=O)CSc2nnnn2-c2ccc(O)cc2)c(C)n1Cc1ccc2c(c1)OCO2 | 8
CCNC(=O)c1ccccc1NC(=O)c1cccc(S(=O)(=O)N2CCC(C)CC2)c1 | 11

Rows are unselected. About 8.3% of those tested had a hit in this group.
